UHRF1 MBD2 ctr = UHRF1 methylated DNA binding inhibitors, primary screen, counter-screen for MBD2 inhibitor project, biochemical, TR-FRET, human UHRF1, single concentration. E3 ubiquitin-protein ligase UHRF1 (Homo sapiens), Q96T88. UHRF1 binding to methylated oligo. inhibition, % at 4.4 µM. hit rate 0.75% among 370,000; in the data active = inhibition above about 21%;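 also: UHRF1 SRA domain binding a hemimethylated CpG hairpin DNA probe; 0% = median of test compound wells and 100% = reference inhibitor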
HGIII-sPLA2 inh = human group III sPLA2 inhibitors, primary screen, biochemical, QFRET, BODIPY PC-A2 liposome substrate | Group 3 secretory phospholipase A2 (Homo sapiens), Q9NZ20 | QFRET BODIPY PC-A2 liposome hydrolysis, fluorescence | hit rate 0.56% among 370,000 | inhibition, % at 12.2 µM;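 active = inhibition above mean plus 3 SD of compounds lying within the high and low control bounds, cut at about 19% in these data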;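 also: 0% = median of test compound wells and 100% = no enzyme DMSO wells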
KLK7 zymogen act = proKLK7 zymogen activators, primary screen, biochemical, fluorescence intensity. hit rate 0.9% among 370,000. purified proKLK7, EDANS-DABCYL substrate fluorescence; 100% is mature enzyme control, 0% vehicle. Kallikrein-7 (Homo sapiens), P49862. activation, % at 7 µM;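 active = activation above the mean of all tested compounds plus 3 SD, computed per campaign excluding outliers beyond control limits, cut at about 13% in these data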
Tn6 DDE FP = inhibitors of Tn6 peptide binding to fibrin DD(E), primary screen, biochemical, fluorescence polarization, human fibrin, Tn6 probe | Fibrin DD(E) TRITC-Tn6 fluorescence polarization displacement | inhibition, % at 8.3 µM | hit rate 0.21% among 370,000;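 active = inhibition above a per-campaign cutoff: mean of compounds within control limits plus 3 SD, cut at about 15% in these data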;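 also: 0% = median of all compound wells on the plate and 100% = blocking peptide control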
Target sequence (P02675 whole entry, looked up): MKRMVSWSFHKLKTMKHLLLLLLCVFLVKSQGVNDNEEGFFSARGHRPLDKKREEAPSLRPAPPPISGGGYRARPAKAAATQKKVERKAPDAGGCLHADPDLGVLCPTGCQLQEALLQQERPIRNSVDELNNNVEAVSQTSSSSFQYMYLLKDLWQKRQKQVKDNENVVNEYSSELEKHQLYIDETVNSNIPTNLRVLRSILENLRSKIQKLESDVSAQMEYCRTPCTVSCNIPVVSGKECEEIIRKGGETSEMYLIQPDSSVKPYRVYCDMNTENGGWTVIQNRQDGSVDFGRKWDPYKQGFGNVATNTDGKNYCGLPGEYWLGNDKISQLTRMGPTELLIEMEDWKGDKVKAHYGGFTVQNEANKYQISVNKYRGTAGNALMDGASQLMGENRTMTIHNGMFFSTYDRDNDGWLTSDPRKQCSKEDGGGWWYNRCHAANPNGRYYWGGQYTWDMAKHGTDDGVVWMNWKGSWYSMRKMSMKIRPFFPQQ
Tn7 DDE FP = inhibitors of Tn7 peptide binding to fibrin DD(E), primary screen, biochemical, fluorescence polarization, human fibrin, Tn7 probe; FP displacement of FITC-Tn7 peptide from fibrin DD(E); 0% = median of compound wells per plate; hit rate 0.13% among 370,000; inhibition, % at 8.3 µM; Fibrinogen beta chain (Homo sapiens), P02675;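 active = inhibition above the mean of compounds falling within the control limits plus 3 SD of them, cut at about 14% in these data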;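 also: 0% = plate median of compound wells and 100% = 10 µM Aha-Tn7 peptide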
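assay system = human clot-derived fibrin DD(E) complex | quantity = Fibrin-DD(E) at 2 µM final | timing = 10 min preincubation, 3 h with tracer, room temperature | signal = fluorescence polarization | measure = percent inhibition | benchmarks = high control wells with 10 µM unlabelled Aha-Tn7 peptide (full inhibition) | replicates = singlicate testing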
PLC-beta3 inh = human PLC-beta3 inhibitors, primary screen, biochemical, fluorescence; 1-phosphatidylinositol 4,5-bisphosphate phosphodiesterase beta-3 (Homo sapiens), Q01970; Purified PLC-beta3, fluorogenic substrate; inhibition, % at 12.2 µM; hit rate 0.18% among 370,000; in the data active = inhibition above about 11%;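 also: 0% = median of compound wells on plate and 100% = full blocker control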
PLCg1 inh = PLC-gamma1 enzyme inhibitors, primary screen, biochemical, fluorescence, purified enzyme | 1-phosphatidylinositol 4,5-bisphosphate phosphodiesterase gamma-1 (Homo sapiens), P19174 | fluorogenic substrate | inhibition, % at 12.2 µM | hit rate 0.84% among 370,000; in the data active = inhibition above about 9.5%
ASAP1 inh = inhibitors of human ASAP1 ArfGAP activity, primary screen, biochemical, fluorescence polarization. Arf-GAP with SH3 domain, ANK repeat and PH domain-containing protein 1 (Homo sapiens), …. ASAP1-stimulated ARF1 GTP hydrolysis, GDP FP detection. inhibition, % at 16.5 µM. hit rate 0.19% among 360,000; in the data active = inhibition above about 25%;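 also: 0% = vehicle with enzyme and substrate and 100% = no enzyme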
Target sequence (Q9ULH1 325-724 limits assumed): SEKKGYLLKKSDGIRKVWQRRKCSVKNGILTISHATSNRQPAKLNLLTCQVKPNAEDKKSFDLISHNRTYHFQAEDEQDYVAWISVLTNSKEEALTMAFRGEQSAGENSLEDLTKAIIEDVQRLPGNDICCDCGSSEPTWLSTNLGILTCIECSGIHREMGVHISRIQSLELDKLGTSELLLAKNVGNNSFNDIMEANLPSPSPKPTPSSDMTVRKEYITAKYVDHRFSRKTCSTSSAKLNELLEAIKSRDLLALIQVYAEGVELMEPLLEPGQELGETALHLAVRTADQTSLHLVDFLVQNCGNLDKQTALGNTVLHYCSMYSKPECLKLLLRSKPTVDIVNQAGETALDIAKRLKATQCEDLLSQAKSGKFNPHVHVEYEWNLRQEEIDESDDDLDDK
Rev-erbA mod = modulators of Rev-erb alpha DNA binding, primary screen, biochemical, FITC-DNA, fluorescence polarization, uHTS. Nuclear receptor subfamily 1 group D member 1 (Homo sapiens), P20393. Rev-erbα–FITC-DNA binding, 90 min. activity, % at 10 µM. hit rate 0.79% among 370,000;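 active = activity above about 14%, limit read from the data; passing the limit was not always enough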;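 also: 0% = DMSO wells with 35 nM protein and 100% = DMSO wells with 750 nM protein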
ARFGAP1 inh = inhibitors of rat ARFGAP1 GAP activity, primary screen, biochemical, fluorescence polarization, GDP tracer | ADP-ribosylation factor GTPase-activating protein 1 (Rattus norvegicus), Q62848 | Arfgap1-stimulated ARF1 GTP hydrolysis, GDP FP detection | inhibition, % at 16.5 µM | hit rate 0.26% among 360,000 | AID 651572, 2012;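 active = inhibition above a per-plate limit, mean inhibition of low control wells plus 3 SD, cut at about 25% in these data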;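 also: 0% = DMSO wells with enzyme and 100% = wells lacking Arfgap1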
Target sequence (Q62848 1-136 limits assumed): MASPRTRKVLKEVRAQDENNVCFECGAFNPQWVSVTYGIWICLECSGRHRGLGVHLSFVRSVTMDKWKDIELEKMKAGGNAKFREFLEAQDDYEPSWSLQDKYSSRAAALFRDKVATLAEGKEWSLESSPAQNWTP
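Material: rat Arfgap1 GAP domain (His6, aa 1-136), purified enzyme. Also added: human ARF1(Δ1-17)-GTP substrate. Compound dosing: 16.5 µM single point, 1.26% DMSO. Timing: enzyme reaction 120 min at 25 °C after 20 min preincubation. Signal: GDP detection by fluorescence polarization. Read-out basis: percent inhibition of GAP-stimulated GDP formation, scaled between DMSO and no-Arfgap1 medians.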
* marks the source's active call; other numbers are inactive results; . = no result given. Not a hit list; overall some 4.5% were active at least once.

SMILES	UHRF1 MBD2 ctr	HGIII-sPLA2 inh	KLK7 zymogen act	Tn6 DDE FP	Tn7 DDE FP	PLC-beta3 inh	PLCg1 inh	ASAP1 inh	Rev-erbA mod	ARFGAP1 inh
COc1ccc(S(=O)(=O)N2CCCCC2c2cc(C(=O)NCc3cccnc3)no2)cc1 (centres undefined)	0.8	-3.4	0.3	1.0	2.5	3.3	0.7	-3.1	-8.3	-7.3
O=C(c1ccccc1)N(C1=NCCCCS1)c1ccccc1	3.1	2.0	0.4	-1.2	2.3	9.1	5.1	3.8	0.6	6.7
Cc1ccc(S(=O)(=O)N2CC(C)C(=O)CC2C)cc1 (centres undefined)	0.0	8.1	-0.4	2.7	9.2	-6.2	0.3	0.1	0.8	0.8
COc1ccccc1NC(=O)Nc1nc(CC(=O)Nc2cccc(F)c2)cs1	1.1	-21.9	0.1	-9.1	-7.4	5.0	7.4	7.2	5.1	9.7
COc1ccc(/C=C/C2=CCN(Cc3ccc(OC)cc3)CC2)cc1	3.2	-6.9	6.0	-3.3	-6.4	-65.5	-54.9	-2.5	7.5	-11.6
CC(=O)c1c(C)[nH]c(C(=O)OCC(=O)NCc2ccccc2)c1C	0.7	2.0	1.1	-6.0	-2.0	0.0	-0.1	7.4	3.1	-7.9
CCOC(=O)N1CCN(S(=O)(=O)c2ccc(OC)c(OC)c2)CC1	-2.2	-5.1	-0.3	-1.4	-5.8	5.2	6.8	-4.3	-2.2	8.0
Cc1nc(SCC(=O)NC(=O)NC2CCCCC2)nc(C)c1C	0.3	-4.1	0.2	-0.2	-3.2	-4.5	3.0	5.7	-4.7	-1.1
O=C(/C=C/c1cn(-c2ccccc2)nc1-c1cccc(Cl)c1)N1CCN(c2ccccn2)CC1	3.4	-1.0	-0.3	-5.3	1.5	-6.1	2.3	1.8	3.0	5.8
COCn1c(C(O)c2ccccc2)cc2ccccc21 (centres undefined)	2.8	-3.3	-0.5	1.3	-5.1	-0.5	1.7	-10.0	5.7	1.6
CCC1(C)CC(CCNS(=O)(=O)c2ccc(C)cc2)(c2ccc(C)cc2)CCO1 (centres undefined)	-3.2	-29.3	0.0	-1.2	4.4	2.0	1.1	-17.1	1.8	-5.6
O=C(Nc1ccc(F)cc1)OCc1cn(Cc2ccccc2)nn1	1.7	-2.0	-0.3	3.0	1.9	-3.1	-1.5	.	-0.4	.
CCOc1ccc(-n2c(SCC(=O)Nc3ccc4cn[nH]c4c3)nnc2-c2ccncc2)cc1	2.3	-7.0	0.3	1.7	-8.3	4.4	1.5	.	-2.4	.
COc1ccc(C(=O)Nc2ccc(S(=O)(=O)N3CCCC3)cc2)cc1	-0.1	-8.2	-0.9	0.7	-1.2	-0.4	-1.0	20.0	3.7	8.2
COc1cc(-c2nc(C(=O)NCC3CCCO3)cc3c2[nH]c2ccccc23)cc(OC)c1OC (centres undefined)	-1.7	-17.3	-6.9	-18.3	5.9	-129.6	-101.4	0.7	-0.9	0.2
COc1ccc(OC)c(NC(=S)Nc2ccccc2)c1	-1.3	4.6	0.3	-1.6	-5.7	0.2	0.4	1.9	-1.8	1.2
COc1ccc(S(=O)(=O)N(CCCN2CCOCC2)Cc2cccc(OC)c2OC)cc1	1.8	-6.3	0.0	6.5	-2.5	-0.3	-0.3	-7.5	0.8	5.1
Cc1cc2c(ncn2C)c(NS(=O)(=O)c2ccc(F)cc2)c1C	19.5	-9.3	0.4	-0.1	-0.4	-1.0	4.2	3.9	-1.7	3.2
O=C(c1cccs1)N1CCC(c2nc3c(nnn3Cc3ccccc3Cl)c(=O)[nH]2)CC1	1.7	-34.2	0.8	0.3	5.4	0.8	6.0	-3.8	-5.1	-7.6
Cc1cccc(C)c1NC(=O)CC1SC2=NCCN2C1=O (centres undefined)	3.9	1.9	-1.4	-5.4	-5.0	-16.1	-15.1	9.3	-1.9	1.1
CSc1nc(NCCCN(C)C)c2c3c(sc2n1)CN(C)CC3	6.6	-5.0	2.0	-0.3	5.3	-34.5	-29.3	0.8	2.8	-14.3
O=C(NNC(=O)[C@H]1CC=CC[C@H]1C(=O)O)c1ccc(Cl)cc1Cl	-0.3	1.4	1.1	-3.1	1.1	-1.7	1.2	-12.0	-0.8	-0.9
CCC1CCc2c(sc(NC(=O)c3cccnc3)c2C(N)=O)C1 (centres undefined)	2.2	9.8	-0.2	-4.3	-14.3	-5.6	-1.8	-11.2	26.7*	7.2
CSc1nnc(CCCCCNC(=O)OC(C)(C)C)o1	0.1	1.7	-0.1	2.1	-11.0	-4.3	2.5	0.3	-0.2	2.2
O=C(O)/C=C/c1ccc(OCCCF)cc1	-4.5	3.1	-0.4	-3.6	2.0	0.4	3.0	-16.4	-0.4	0.8
CCOC(=O)c1c(NC(=O)CCC(=O)O)sc2c1CCCCC2	-3.0	-3.8	-0.2	-3.8	7.8	-4.5	-6.8	-6.8	2.9	3.5
Cc1cccc(/C(N)=N/OC(=O)Cc2cccc3ccccc23)c1	-0.1	-4.6	0.1	-3.7	1.4	1.5	-0.7	9.2	-4.0	1.4
CC(=O)N1N=C(c2ccc(C)cc2)CC1c1ccc2c(c1)OCO2 (centres undefined)	4.7	-3.2	0.7	1.2	8.3	-12.3	0.9	5.1	2.6	-3.0
O=C(Nc1ccccc1)c1cccc(C(=O)Nc2ccccc2)n1	-1.4	6.0	0.6	-3.3	2.4	-6.4	1.6	1.5	-1.5	-9.0
CCN(CC(=O)Nc1c(F)cccc1F)C(=O)c1ccc(=O)n(C)n1	0.3	11.1	0.1	2.4	-4.3	-6.8	0.6	-0.5	-9.0	-6.5
Cc1[nH]c2ccc(S(N)(=O)=O)cc2c1C	-0.6	-0.1	0.3	5.4	3.4	0.5	-1.4	-8.4	-4.1	-2.6
COc1ccc(CNC(=O)COc2ccc(F)cc2)cc1	0.0	2.5	0.1	-2.4	5.8	-2.4	1.2	9.9	-1.1	-3.8
CCSc1nnc(NC(=O)COc2ccccc2[N+](=O)[O-])s1	-1.9	-0.5	-0.2	-5.2	-1.9	-4.2	-2.1	-4.0	-7.8	-0.4
CC(C)Cc1nnc(NC(=O)CCC(=O)NCCc2ccc(Cl)cc2)s1	2.7	3.8	-0.3	-3.2	0.7	-3.7	-0.6	1.0	4.6	0.3
COc1ccc(Br)cc1CNC(=O)C1CCN(C(=O)N(C)C)CC1	3.4	5.0	-0.9	1.7	-3.5	-9.1	-0.2	0.4	4.8	9.8
CCOc1cc(C2C3=C(CCCC3=O)Nc3ccc4ncccc4c32)ccc1O (centres undefined)	-3.9	0.4	0.1	3.1	-2.9	-6.5	-3.2	-5.2	-4.6	7.9
COC(=O)[C@]12C[C@H](CC(=O)N3CCN(C(=O)C4CC4)CC3)C(=O)N(Cc3ccc(Cl)cc3Cl)C1=C[C@H](COCc1ccccc1)O[C@@H]2C	-0.1	-11.5	0.5	0.1	-3.7	-3.6	0.3	.	3.1	.
Cc1cccc(C)c1NC(=O)c1csc([C@@H]2O[C@H](CO)[C@H](O)[C@H](O)[C@H]2O)n1	-0.4	9.2	-0.1	-7.1	-3.5	2.0	3.4	-8.2	0.1	-12.4
COC(=O)C1=C(O)/C(=C/c2cccc(OC)c2O)N=C1C	-9.8	4.3	0.2	-10.2	-1.3	-22.4	1.6	5.1	3.8	3.4
N#Cc1c2n(c3c(N)ncnc13)CCCCC2	-2.4	1.1	0.0	5.6	8.2	-5.6	0.1	5.1	1.1	6.6
c1ccc(Nc2cccc3ccccc23)cc1	-0.1	1.0	-13.6	9.7	5.3	-233.6	-183.1	6.7	8.6	10.3
CCC(C)(C)C(=O)N1CCc2cc(S(=O)(=O)N(C)Cc3ccco3)ccc21	1.5	-7.5	-0.6	-1.8	9.2	-3.0	-2.5	.	6.8	.
CCOc1ccccc1NS(=O)(=O)c1ccc2[nH]c(=O)ccc2c1	0.2	4.5	-0.3	3.7	5.9	-0.9	-1.7	-0.2	-3.3	6.5
O=C(CSCc1ccc(Cl)cc1Cl)Nc1c[nH]c(=O)[nH]c1=O	-1.6	-4.3	-0.4	-4.7	4.8	3.5	6.3	-14.4	-4.2	-9.2
Cc1cc(C)nc(NC(=S)Nc2cccc(Cl)c2Cl)c1	1.9	0.2	-0.3	4.3	-0.5	-0.2	0.6	13.0	63.0*	-1.3
COC(=O)C1=CC(=O)C=C(OC)[C@@]12Oc1cc(C)cc(OC)c1C2=O	0.3	7.5	1.8	-7.2	1.6	-6.0	-6.1	.	14.2	.
O=C(c1cccc(F)c1)N1CCCC(C(=O)N2CCN(c3ccccc3)CC2)C1 (centres undefined)	-2.0	0.5	0.5	-6.3	-3.3	-8.0	-0.4	-3.3	1.0	-9.5
Cc1cccc(-n2cc(CN3CCCN(C=O)CC3)c(-c3cccc(F)c3)n2)c1	-1.6	-5.3	0.2	7.2	0.9	2.3	0.1	-6.5	0.2	-3.5
O=c1c2[nH]c3cccc(Cl)c3c2ncn1Cc1ccco1	0.6	1.8	0.0	4.9	-0.9	-6.1	2.9	0.5	-1.4	6.9
CC(C)(C)OC(=O)NC(CC(=O)OCc1ccccc1)C(=O)O (centres undefined)	1.0	-0.3	-0.1	0.6	-2.9	-4.4	2.5	9.6	2.6	12.5

Single records, as listed above. Order of screens: UHRF1 MBD2 ctr | HGIII-sPLA2 inh | KLK7 zymogen act | Tn6 DDE FP | Tn7 DDE FP | PLC-beta3 inh | PLCg1 inh | ASAP1 inh | Rev-erbA mod | ARFGAP1 inh
CC(C)(C)OC(=O)NC(CC(=O)OCc1ccccc1)C(=O)O (centres undefined) across the screens: 1.0 | -0.3 | -0.1 | 0.6 | -2.9 | -4.4 | 2.5 | 9.6 | 2.6 | 12.5
O=c1c2[nH]c3cccc(Cl)c3c2ncn1Cc1ccco1 across the screens: 0.6 | 1.8 | 0.0 | 4.9 | -0.9 | -6.1 | 2.9 | 0.5 | -1.4 | 6.9

High-throughput results as filed in PubChem BioAssay.
